D3 antag: D3 dopamine receptor (human) antagonism; P35462; D3R cells, DiscoveRx beta-arrestin luminescence, antagonist mode; stronger effect = lower value; max response, negative = inhibition, %; 360,000 compounds, 2.5% hits; in the data active = max response below about -50%; inconclusive = no clear call, values can overlap the other calls; also: % is scaled to controls: 0 for no effect and ±100 for the full control effect; mostly tested at two doses, the higher about 12 µM
Target sequence (P35462 whole entry, looked up): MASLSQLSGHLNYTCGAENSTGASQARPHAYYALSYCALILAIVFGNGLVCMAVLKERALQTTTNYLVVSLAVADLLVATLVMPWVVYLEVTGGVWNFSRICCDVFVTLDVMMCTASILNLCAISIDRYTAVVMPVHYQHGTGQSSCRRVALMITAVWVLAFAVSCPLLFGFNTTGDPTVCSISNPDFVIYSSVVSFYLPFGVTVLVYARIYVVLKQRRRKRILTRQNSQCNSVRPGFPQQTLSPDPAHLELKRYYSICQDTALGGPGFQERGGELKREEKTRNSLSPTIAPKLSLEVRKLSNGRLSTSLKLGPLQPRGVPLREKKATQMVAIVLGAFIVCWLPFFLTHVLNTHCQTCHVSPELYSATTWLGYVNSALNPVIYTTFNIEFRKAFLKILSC
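Cells plated overnight at 1500 cells/well, then exposed to library compounds with dopamine controls for 90 minutes at 37 degrees C. DiscoveRx reagent added for 30–60 minutes at room temperature; luminescence read, quantitative HTS format.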
pAkt inh: blocks phosphorylation of Akt; Neuro2A IGF-stimulated pAkt S473 HTRF, 20 min; stronger effect = lower value; AID 651550; 360,000 compounds, 0.32% hits; activity change, % for hits at 50 µM; in the data active = activity change below about -80%; inconclusive = mostly about -51% to -80%; also: % is scaled to controls: 0 for no effect and ±100 for the full control effect
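Single-point screen (50 µM final compound) in Neuro2A cells stimulated 20 min with 6 nM IGF at 37 deg C. After lysis, Ser473-phosphorylated Akt read by HTRF (ex 330 nm, em 615/665 nm) as the 665/615 ratio.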
DRD3 agonist: activates the human D3 dopamine receptor | P35462 | D3R DiscoveRx beta-arrestin cells, luminescence, 90 min | max activation, % | 410,000 compounds, 0.58% hits | AID 652048; in the data active = max activation above about 30%; also: 0% is about no effect; mostly tested at two doses, the higher about 12 µM
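Cells at 1500/well, incubated overnight, then treated with pinned compounds (dopamine as control) for 90 min at 37 degrees C. DiscoveRx reagent added for 30 - 60 minutes at room temperature; luminescence read.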
PTHR1 ag: activates the human parathyroid hormone receptor PTHR1. HEK293 GP2 PTHR1 cells, GloSensor cAMP luminescence, 1 h. Potency, µM (highest dose often 115 µM), inactives show top-dose activation, usual class: activators. 410,000 compounds, 0.075% hits. AID 743266; also: potency is read from the fitted curve at half-maximal effect; nearly all actives have a fitted effect of over 55% in size; some results filed as inactive show a strong effect at the top dose; inactives centre near -15; many of its hits are not listed in these tables
Target sequence (Q03431 whole entry, looked up): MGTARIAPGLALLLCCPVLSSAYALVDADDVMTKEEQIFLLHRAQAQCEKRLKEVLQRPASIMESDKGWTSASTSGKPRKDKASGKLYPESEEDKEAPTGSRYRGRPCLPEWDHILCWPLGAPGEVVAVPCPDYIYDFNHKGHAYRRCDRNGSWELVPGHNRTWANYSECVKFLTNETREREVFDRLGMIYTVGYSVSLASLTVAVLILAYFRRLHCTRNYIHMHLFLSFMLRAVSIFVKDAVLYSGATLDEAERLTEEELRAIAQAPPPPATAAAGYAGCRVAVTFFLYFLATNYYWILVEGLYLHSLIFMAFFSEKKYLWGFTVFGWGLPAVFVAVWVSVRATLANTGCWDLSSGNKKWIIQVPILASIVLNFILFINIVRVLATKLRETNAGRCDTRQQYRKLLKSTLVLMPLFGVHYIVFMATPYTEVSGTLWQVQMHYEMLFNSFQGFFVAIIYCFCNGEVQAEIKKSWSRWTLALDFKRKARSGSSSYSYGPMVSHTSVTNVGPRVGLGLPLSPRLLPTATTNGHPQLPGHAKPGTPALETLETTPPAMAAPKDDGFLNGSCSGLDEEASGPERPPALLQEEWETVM
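HEK-293-derived GP2 cells expressing PTHR1 and a GloSensor cAMP reporter, 3,000/well, plated overnight, given luciferin plus IBMX (each 0.5 mM as added) for 1 h at 37 °C, then compound for 1 h at 37 °C. Luminescence was read after 15 min at room temperature.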
Mm-Cpn inhibitor: inhibitors of Methanococcus maripaludis chaperonin (MmCpn); purified Mm-Cpn ATPase, ADP Transcreener TR-FRET; Potency, µM (titrated, usually from 76.9 µM), without a hit: at the highest dose activity, negative = inhibition, usual class: inhibitors; 330,000 compounds, 0.031% hits; also: potency is read from the fitted curve at half-maximal effect; % is scaled to controls: 0 for no effect and ±100 for the full control effect; nearly all actives have a fitted effect of over 80% in size
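ATPase turnover read by TR-FRET ADP competition (Eu cryptate antibody/ADP-d2, 665/590 nm): 10uM ATP final, 25nM Mm-CPN final, 30 min 37degC after 10-min compound preincubation, pH 7.4 Tris/KCl/MgCl2/DTT buffer.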
EPAC2 antag: antagonists of human EPAC2; 360,000 compounds, 0.18% hits; EPAC2 GEF exchange of Rap1B-BODIPY-GDP, fluorescence; AID 720708; Potency, µM (highest dose often 114 µM), for inactives: at the top dose activity, negative = inhibition, usual class: inhibitors; Q8WZA2; also: potency is read from the fitted curve at half-maximal effect; % is scaled to controls: 0 for no effect and ±100 for the full control effect; nearly all actives have a fitted effect of over 45% in size; many of its hits are not listed in these tables
CCT chaperon mod: cytosolic chaperonin activity modulation; purified chaperonin ATPase assay, HTRF ADP detection, 30 min; activity change, % (concentration not given with the values), hits read low; 360,000 compounds, 0.3% hits; in the data active = activity change below about -30%; also: % is scaled to controls: 0 for no effect and ±100 for the full control effect
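First, chaperonin was dispensed at 40 nM or 20 nM final depending on batch activity. Next, compounds were pinned at 76 uM and ATP added at 10 uM. After 30 min at 37 °C, ADP detection reagents ran 30 min at ambient temperature.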
EPAC2 ag: activates human EPAC2 exchange factor. Q8WZA2. EPAC2 activation, biochemical qHTS; response scale: 100% = 6.5 mM cAMP response. Potency, µM (highest dose often 154 µM), without a hit: top-dose activation, usual class: activators. 360,000 compounds, 0.079% hits. AID 720711; also: potency is read from the fitted curve at half-maximal effect; nearly all actives have a fitted effect of over 50% in size
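Each well held 100 nM EPAC2, 250 nM RAP1B-BODIPY-GDP and 50 uM GDP. Fluorescence, read at 5-min intervals to 30 min, was referenced to a 6.5 mM cAMP positive control.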
Starred values were filed as active, the others as inactive; i = inactive; ? = inconclusive; / = no result given; [ ] = remark or other dose. Unless noted, calls follow the shape of the dose curve; as a rule, active = well fitted curve in the direction sought with a large enough effect; inconclusive = small, poorly fitted or top-dose-only effect, or another doubt; inactive = no such curve, though single readings can be large; an effect the other way counts as inactive or inconclusive. Not all compounds are listed; rates above refer to the full screens.

Letter code: A = D3 antag; B = pAkt inh; C = DRD3 agonist; D = PTHR1 ag; E = Mm-Cpn inhibitor; F = EPAC2 antag; G = CCT chaperon mod; H = EPAC2 ag
> O=C(COC(=O)C1=NN(c2ccccc2)C(=O)CC1)NCc1ccccc1Cl
  A: 6 | B: i | C: -5 | D: i | E: 0% | F: 2% | G: 0.8 | H: -8%

> COC(=O)c1cccc(CSC(=S)N2CCCC2)c1
  A: -1 | B: i | C: -6 | D: -39%[inhibitor] | E: 1% | F: 5% | G: 1.1 | H: 24%

> COC(=O)c1sccc1NC(=S)Nc1ccc(F)cc1F
  A: 4 | B: i | C: 0 | D: -18% | E: 1% | F: -3% | G: 0.9 | H: -7%

> CC1CCCN(C(=O)CCS(=O)(=O)c2ccc3c(c2)NC(=O)C(C)S3)C1 (centres undefined)
  A: -5 | B: / | C: 2 | D: -15% | E: -1% | F: 0% | G: -2.4 | H: 7%

> COc1ccc(C(=O)NNC(=S)NC(=O)c2ccco2)cc1
  A: -58* | B: i | C: 2 | D: i | E: -1% | F: 8% | G: -0.1 | H: 4%

> Cn1ccc2ccc(C3=CC(=O)C[C@H](c4ccc(F)cc4)C3)cc21
  A: -14 | B: i | C: -4 | D: -19% | E: -18% | F: 9% | G: -1.7 | H: 11%

> COc1ccc(C(=O)c2oc3ccccc3c2NC(C)=O)cc1
  A: -23 | B: i | C: 1 | D: i | E: -3% | F: -1% | G: -0.2 | H: -7%

> CC(C)c1ccc2nc(NC(=O)C3CC3)sc2c1
  A: 5 | B: i | C: 3 | D: -86%[inhibitor] | E: 2% | F: ? | G: 1.4 | H: 5%

> Cn1ccsc1=NC(=O)c1cccc(C#N)c1
  A: 0 | B: i | C: -5 | D: i | E: -1% | F: 8% | G: -0.6 | H: 2%

> O=S(=O)(NCc1ccc2c(c1)OCO2)c1ccc2oc3ccccc3c2c1
  A: 42 | B: i | C: 14 | D: -6%[57.5 µM] | E: / | F: 1% | G: -0.9 | H: 9%

> CC1=C(C(=O)N2CCCCCC2)CC(CC(=O)NC2CCCC2)C(=O)N1CCC1=CCCCC1 (centres undefined)
  A: 5 | B: i | C: 4 | D: -33%[inhibitor] | E: / | F: 1% | G: -1.9 | H: 3%

> CCOC(=O)c1c(C)[nH]c(C)c1C(=O)CSc1nnnn1-c1ccccc1
  A: 14 | B: i | C: 1 | D: -4% | E: 3% | F: -6% | G: -1.6 | H: -6%

> FC(F)(F)c1nc2ncc(Cl)cc2[nH]1
  A: -20 | B: i | C: -22 | D: -24% | E: 0% | F: 16% | G: 0.1 | H: 3%

> O=C(Nc1ccccc1C(=O)NC(Cc1c[nH]c2ccccc12)C(=O)O)c1ccco1 (centres undefined)
  A: -55* | B: i | C: 4 | D: i | E: 0% | F: 27% | G: -17 | H: 8%

> CCOC(=O)[C@H]1[C@H]2COc3ccc(Br)cc3[C@@H]2N2C(=O)N(c3ccc(F)cc3)C(=O)[C@@]12C
  A: 7 | B: i | C: 8 | D: i | E: -6% | F: -13% | G: -0.8 | H: 8%

> Cc1n[nH]c(C)c1CCC(=O)N/N=C/c1c[nH]c2ccccc12
  A: -16 | B: i | C: -4 | D: i | E: 0% | F: 1% | G: -0.9 | H: 9%

> O=C(NC(=S)NNC(=O)c1ccccc1O)c1ccco1
  A: -21 | B: i | C: -4 | D: -3% | E: 1% | F: 12% | G: -3.7 | H: 1%

> CC1CN(S(=O)(=O)c2cccc(-c3cn4ccccc4n3)c2)CC(C)O1 (centres undefined)
  A: -18 | B: i | C: -1 | D: -37%[inhibitor] | E: -4% | F: 7% | G: 0.2 | H: 7%

> COC(=O)CS(=O)(=O)c1ccsc1C(=O)Nc1ccc(F)cc1
  A: -23 | B: i | C: 2 | D: -11% | E: 3% | F: 1% | G: -0.7 | H: 2%

> Cc1cc(OCC(=O)Nc2ccccn2)c2c(C)c(C)c(=O)oc2c1
  A: 4 | B: / | C: 1 | D: i | E: 2% | F: 9% | G: -0.8 | H: -2%

> Cc1ccc2cc3cc(C(=O)NC4CC4)oc3nc2c1
  A: 5 | B: i | C: 0 | D: -17% | E: 1% | F: 13% | G: -0.6 | H: -5%

> O=C(N/N=C/c1ccc(Br)s1)c1ccccn1
  A: 17 | B: i | C: -1 | D: -5% | E: 1% | F: 1% | G: 1.4 | H: 4%

> O=C(O)C1CCN(C(=O)c2ccc3c(c2)OCO3)CC1
  A: -1 | B: i | C: -2 | D: -2% | E: -1% | F: 19% | G: -1.9 | H: 10%

> CC(/C=C1\SC(=O)N(CCCC(=O)O)C1=O)=C\c1ccccc1
  A: -2 | B: i | C: -1 | D: -34% | E: -4%[15.4 µM] | F: 8% | G: 1.3 | H: -4%

> CN1CCN(c2ccccc2NC(=O)c2ccc(-c3cccc([N+](=O)[O-])c3)o2)CC1
  A: -23 | B: i | C: -1 | D: -9% | E: 0% | F: -3% | G: 0.1 | H: -7%

> O=c1c2ccccc2on1-c1ccccc1
  A: 18 | B: i | C: 3 | D: -3% | E: / | F: 3% | G: -1.2 | H: 0%

> CCCNC(=O)C12CCC(C)(C(=O)O1)C2(C)C (centres undefined)
  A: 0 | B: i | C: 4 | D: 11% | E: 1% | F: 4% | G: -4.1 | H: 10%

> O=C(COC(=O)Cc1c[nH]c2ccccc12)Nc1c(Cl)cccc1C(F)(F)F
  A: 4 | B: i | C: 7 | D: i | E: 1% | F: -6% | G: 0.9 | H: 9%

> CC(=O)Nc1ccc(NC(=O)Cn2cnc3c(cnn3C(C)(C)C)c2=O)cc1
  A: 19 | B: i | C: -6 | D: 7%[57.5 µM] | E: 1% | F: 10% | G: -2.0 | H: 1%

> COc1ccccc1C(=O)NCCOc1ccc(C(C)(C)C)cc1
  A: 26 | B: i | C: 2 | D: -55%[inhibitor] | E: 1% | F: -14% | G: 0.6 | H: 11%

> COC(=O)C(C(=O)OC)C(C[N+](=O)[O-])c1ccc(O)c(OC)c1 (centres undefined)
  A: 23 | B: i | C: 1 | D: -19% | E: 4% | F: 3% | G: -2.4 | H: 1%

> Cn1c(=O)c2c(nc(NN=C3CCCC3)n2C)n(C)c1=O
  A: -4 | B: i | C: -10 | D: -11% | E: -2% | F: -1% | G: 0.1 | H: 10%

> CCOC(=O)N/N=C/c1cn(Cc2ccc(Cl)cc2)c2ccccc12
  A: -1 | B: i | C: 2 | D: -3% | E: 0% | F: -26% | G: -1.8 | H: 2%

> CCOC(=O)c1nnn(-c2nonc2OC)c1-c1ccccc1
  A: 2 | B: i | C: -4 | D: i | E: 2% | F: -5% | G: -0.8 | H: 4%

> COCCNC(=O)Nc1ccc(F)cc1
  A: 0 | B: i | C: 1 | D: -23% | E: 1% | F: 8% | G: -7.8 | H: 6%

> CN(Cc1ccccc1)C(=O)c1[nH]cnc1C(=O)Nc1cccc(Cl)c1
  A: 0 | B: i | C: 8 | D: -50%[inhibitor] | E: 1% | F: -4% | G: -2.1 | H: -8%

> O=C(/C=C/c1ccco1)N(c1ccccn1)c1ccccn1
  A: -3 | B: i | C: 3 | D: i | E: -4% | F: 5% | G: 0.5 | H: 3%

> Cc1ccccc1-c1ccc(C=Nc2c(C)n(C)n(-c3ccccc3)c2=O)o1
  A: -16 | B: i | C: 1 | D: -7% | E: -10% | F: -4% | G: -1.1 | H: 11%

> Cn1cc(CNC(=O)COc2ccc(Cl)cc2Cl)cn1
  A: 17 | B: i | C: 0 | D: i | E: 0% | F: -3% | G: 1.0 | H: 2%

> CC(C)(CN1CCCC1)NC(=O)C1CCC(=O)N(CCCN2CCOCC2)C1 (centres undefined)
  A: -9 | B: i | C: 0 | D: -22% | E: -1% | F: 4% | G: -8.4 | H: 4%

> Cc1cc(C(=O)COC(=O)c2ccc(O)cc2)c(C)n1CC1CCCO1 (centres undefined)
  A: 1 | B: i | C: 3 | D: -30% | E: 2% | F: -2% | G: 0.2 | H: 2%

> CC1CCN(C(=S)NC(=O)C2CCCCC2)CC1
  A: 31 | B: i | C: -9 | D: i | E: -1% | F: 8% | G: -0.7 | H: -12%

> CCC(=O)Nc1cc(-c2nn(C)c(=O)c3ccccc23)ccc1N1CCOCC1
  A: 11 | B: i | C: -2 | D: i | E: -1% | F: 7% | G: 1.2 | H: -6%

> OC[C@@H]1CN(Cc2ccc(-c3ccccc3)cc2)C[C@H](n2cnc3c(NCc4ccco4)ncnc32)O1
  A: 129 | B: i | C: 8 | D: -54%[inhibitor] | E: / | F: -11% | G: 2.9 | H: 9%

> CCOc1ccccc1NC(=S)NCCc1ccccc1
  A: -6 | B: i | C: -1 | D: i | E: 0% | F: 7% | G: 1.9 | H: 13%

> CCOC(=O)Cc1csc(NC(=O)CSc2nnc(C(C)C)n2C)n1
  A: 3 | B: i | C: 1 | D: i | E: 1% | F: 8% | G: 1.3 | H: -4%

> O=C(Nc1ccc(Cl)cc1C(=O)Nc1ccccn1)c1ccco1
  A: 9 | B: i | C: 0 | D: i | E: 2% | F: 0% | G: 1.0 | H: 8%

> CC1=CC2=NC(=O)/C(=C\c3cccn3CCOc3ccc(C)c(C)c3)C(=N)N2O1
  A: -4 | B: i | C: 3 | D: i | E: -1% | F: -16% | G: -6.0 | H: 10%

> COc1ccc(C2=[N+]([O-])C(C)(C)N(O)C2(C)C)cc1
  A: 25 | B: i | C: 3 | D: -28%[57.5 µM] | E: 1% | F: 12% | G: -1.5 | H: 1%

Some of the entries so far, as tab-separated lines.
compound	D3 antag	pAkt inh	DRD3 agonist	PTHR1 ag	Mm-Cpn inhibitor	EPAC2 antag	CCT chaperon mod	EPAC2 ag
CCOC(=O)[C@H]1[C@H]2COc3ccc(Br)cc3[C@@H]2N2C(=O)N(c3ccc(F)cc3)C(=O)[C@@]12C	7	i	8	i	-6%	-13%	-0.8	8%
Cn1ccc2ccc(C3=CC(=O)C[C@H](c4ccc(F)cc4)C3)cc21	-14	i	-4	-19%	-18%	9%	-1.7	11%
O=C(O)C1CCN(C(=O)c2ccc3c(c2)OCO3)CC1	-1	i	-2	-2%	-1%	19%	-1.9	10%
CCCNC(=O)C12CCC(C)(C(=O)O1)C2(C)C (centres undefined)	0	i	4	11%	1%	4%	-4.1	10%
O=C(Nc1ccccc1C(=O)NC(Cc1c[nH]c2ccccc12)C(=O)O)c1ccco1 (centres undefined)	-55*	i	4	i	0%	27%	-17	8%
CC1CCCN(C(=O)CCS(=O)(=O)c2ccc3c(c2)NC(=O)C(C)S3)C1 (centres undefined)	-5	/	2	-15%	-1%	0%	-2.4	7%
